Screening results from PubChem BioAssay.
TGFb inhibitor = inhibitors of TGF-b signaling; hit rate 1.2% among 410,000; HepG2 CAGA-GFP TGF-b/SMAD3 reporter, GFP fluorescence, 18 h; TGF-beta stimulated, 500 pg/mL final; Potency, µM (highest dose often 46.1 µM), for inactives: top-dose activity, negative = inhibition, actives largely listed as inhibitors; note: potency is the fitted concentration of half-maximal effect; % is set by controls: 0 for no effect and ±100 for the full control effect; nearly all actives have a fitted effect of over 65% in size
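Per well, imaged GFP fluorescence of HEPG2 CAGA-GFP cells gives the signal; cells get compound, then TGF-beta (500 pg/mL final), 18 h at 37 degrees C; %Activity versus -TGF-beta and +DMSO controls.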
Nrf2 block = Nrf2 pathway inhibition. Potency, µM (titrated, usually from 46 µM), for inactives: at the highest dose activity change, negative = inhibition, hits mostly inhibitors. hit rate 2.1% among 360,000. A549 ARE-Fluc reporter, luciferase luminescence, 18-24 h. AID 504444; note: potency is the fitted concentration of half-maximal effect; % is set by controls: 0 for no effect and ±100 for the full control effect; nearly all actives have a fitted effect of over 60% in size
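A549 ARE_Fluc cells, 5000/well, 5% FBS OPTI-MEM; compounds in dose-response, 18-24 h at 37 °C/5% CO2; CellTiter-Fluor viability read (Ex 405/Em 525), then BugLite luciferase luminescence = Nrf2 activity.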
Nrf2 ARE act = activators of Nrf2 (ARE) signaling | AREc32 ARE-luciferase reporter (MCF7-derived line), luminescence, 24 h | AID 624171 | Potency, µM (series often up to 46.1 µM), for the others: at the highest dose activation, hits mostly activators | hit rate 0.31% among 410,000; note: potency is the fitted concentration of half-maximal effect; % of control where 0% means no effect; nearly all actives have a fitted effect of over 65% in size
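Each well held 1000 AREc32 cells, which were incubated with compound for 24 hr at 37 deg C after overnight attachment, and ARE reporter activity was quantified by firefly luciferase luminescence.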
HepG2 viability = kills HepG2 cells in TGF-b inhibitor counter-screen | HepG2 CAGA-GFP viability, ATP luminescence, 18 h | AID 588856 | hit rate 0.76% among 410,000 | Potency, µM (series often up to 46.1 µM), inactives show at the top dose activity change, negative = cytotoxicity, actives largely listed as cytotoxic; note: potency is the fitted concentration of half-maximal effect; some results filed as inactive show a strong effect at the top dose
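HepG2 CAGA-GFP cells (1000/well, DMEM with 1% FBS) received compound, then TGF-beta at 500 pg/mL final, and were incubated 18 hours at 37 degrees C. Viability was read by CellTiter-Glo luminescence. Media-only wells were set as complete cell-killing and DMSO as no toxicity.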
IL-1B inflam inh = inhibitors of inflammasome signaling (IL-1 beta secretion). THP-1 LPS/ATP IL-1B secretion, AlphaLISA, 16 h; stronger effect = lower value. activity change, % at 57.5 µM. hit rate 4.7% among 360,000. AID 743279; in the data active = activity change below about -50%; inconclusive = mostly about -30% to -49%; note: % is set by controls: 0 for no effect and ±100 for the full control effect
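THP-1 cells pretreated 1 hr with compounds (up to 57.5 uM final), then stimulated with LPS (250 ng/mL final) plus ATP (1.25 mM final); secreted IL-1B measured by AlphaLISA after 16 hr, decreased signal indicating inhibition.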
MCF10A rereplic = induces DNA re-replication in MCF 10a normal breast cells | MCF 10A DNA re-replication, Hoechst nuclear intensity, 48 h | Potency, µM (doses to about 46.1 µM), for the others: at the highest dose activity, positive = re-replication, most hits filed as activators | hit rate 2.9% among 350,000 | AID 624296; note: potency is the fitted concentration of half-maximal effect; % of control where 0% means no effect; nearly all actives have a fitted effect of over 50% in size
S2 tox = cell viability loss in ATXN counter-screen; S2 cells (HEK-293 line with an ATXN2-luciferase reporter) viability, CellTiter-Fluor protease fluorescence, 24 h; Potency, µM (series often up to 56.7 µM), usual class: cytotoxic; hit rate 0.49% among 400,000; note: potency is the fitted concentration of half-maximal effect; nearly all actives have a fitted effect of over 40% in size
A549 viability = counter-screen for Nrf2 inhibitors: cytotoxicity in A549 cells; A549 ARE-Fluc cells, CellTiter-Fluor viability, 18-24 h; Potency, µM (doses to about 46 µM), for the others: at the highest dose activity change, negative = cytotoxicity, usual class: inhibitors; hit rate 0.16% among 390,000; note: potency is the fitted concentration of half-maximal effect; % is set by controls: 0 for no effect and ±100 for the full control effect
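Cytotoxicity counterscreen: CellTiter-Fluor fluorescence was measured in A549 ARE_Fluc cells after 18-24 h of compound exposure in a concentration series. The subsequent BugLite luminescent read reports ARE-luciferase activity.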
ATXN2 expr inh = ATXN2 expression inhibition. AID 1745845. HEK-293 ATXN2-luciferase reporter, luminescence, 24 h. hit rate 0.72% among 360,000. Potency, µM (doses to about 57 µM), without a hit: top-dose activity change, negative = inhibition, usual class: inhibitors; note: potency is the fitted concentration of half-maximal effect; % is set by controls: 0 for no effect and ±100 for the full control effect; nearly all actives have a fitted effect of over 55% in size
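qHTS (up to 57 uM final) was run with 24 h compound exposure of reporter cells at 37 °C. Each well was multiplexed: SteadyGlo luminescence measured ATXN2-luciferase expression after a fluorogenic Gly-Phe-AFC viability readout (25 uM final).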
An asterisk follows results filed as active; i = inactive; ? = inconclusive; . = no result given; & = joins results of further samples; [ ] = another dose, or the depositor's remark. Unless noted, calls come from the whole dose curve; as a rule, active = well fitted curve in the direction sought with a large enough effect; inconclusive = small, poorly fitted or top-dose-only effect, or another doubt; inactive = no such curve, though single readings can be large; an effect the other way counts as inactive or inconclusive. This is a random part of the collection; 8.8% or so of the library scored in one or more.

1) O=C(NC1CCCc2ccccc21)C1CCN(c2c3c(nc4ncnn24)CCC3)CC1 (stereo not given)
2) O=C(Nc1ccc(S(=O)(=O)N2CCCCCC2)cc1)c1ccco1
3) CCN1C(=O)[C@H]2[C@@H](c3ccc(C)cc3)N[C@]3(CCCN(Cc4ccc(Cl)cc4)C3=O)[C@H]2C1=O
4) Cc1cc(-c2nc(-c3ccncc3)no2)ccc1[N+](=O)[O-]
5) COc1cc(OC)c(C2CC(=O)N3CN(C)CSC3=C2C#N)cc1OC (stereo not given)
6) Cc1cccc(NC(=O)NNC(=O)c2ccccn2)c1

screen / no.	1	2	3	4	5	6
TGFb inhibitor	-17%	2%	2%	6%	18%	19%
Nrf2 block	.	15%	.	?	2%	20%
Nrf2 ARE act	-0.3%	0.8%	0.1%	3.7%	3.2%	2.5%
HepG2 viability	-1%	-29%	-12%	-11%	3%	-2%
IL-1B inflam inh	-6	1	14	-8	17	-12
MCF10A rereplic	-5%	21%	.	13%	-2%	-1%
S2 tox	i	?	i	.	i	i
A549 viability	-4%	-1%	.	-9%	-6%	11%
ATXN2 expr inh	-10%	43%[activator]	4%	35%[activator]	-32%	.

In another format: results already given
2: O=C(Nc1ccc(S(=O)(=O)N2CCCCCC2)cc1)c1ccco1
  TGFb inhibitor: 2%	Nrf2 block: 15%	Nrf2 ARE act: 0.8%	HepG2 viability: -29%	IL-1B inflam inh: 1	MCF10A rereplic: 21%	S2 tox: ?	A549 viability: -1%	ATXN2 expr inh: 43%[activator]
3: CCN1C(=O)[C@H]2[C@@H](c3ccc(C)cc3)N[C@]3(CCCN(Cc4ccc(Cl)cc4)C3=O)[C@H]2C1=O
  TGFb inhibitor: 2%	Nrf2 block: .	Nrf2 ARE act: 0.1%	HepG2 viability: -12%	IL-1B inflam inh: 14	MCF10A rereplic: .	S2 tox: i	A549 viability: .	ATXN2 expr inh: 4%

(further entries)
7) Cc1cc(C(=O)NCC(=O)OCC(=O)N(C(C)C)C(C)C)ccc1[N+](=O)[O-]
8) CCOC(=O)CC(=O)Nc1nnc(CC(C)C)s1
9) Cn1nc(-c2ccccc2)c(C(=O)NCC(=O)O)c1Cl
10) Cc1ccc(CN2CCCn3nc(C(=O)NCCc4ccccc4Cl)cc3C2=O)cc1
11) CCC1CCCCN1S(=O)(=O)c1ccc(NC(=O)c2cc(=O)c3c(C)cc(C)cc3o2)cc1 (stereo not given)
12) COC(=O)CS(=O)(=O)c1ccsc1C(=O)Nc1ccc(F)cc1

screen / no.	7	8	9	10	11	12
TGFb inhibitor	6%	3%	22%	-6%	-3%	-4%
Nrf2 block	2%	-4%	-4%	.	-6%	-22%
Nrf2 ARE act	-0.3%	0.2%	0.0%	6.1%	0.0%	3.1%
HepG2 viability	-2%	-8%	31%	-23%	-39%	0%
IL-1B inflam inh	26	-13	5	.	.	-5
MCF10A rereplic	0%	2%	-12%	.	.	3%
S2 tox	i	i	i	i	i	i
A549 viability	1%	5%	-5%	-2%	-4%	2%
ATXN2 expr inh	-13%	3%	7%	1%	3%	-3%

Shown bar-delimited: two of the compounds above
# | Compound | TGFb inhibitor | Nrf2 block | Nrf2 ARE act | HepG2 viability | IL-1B inflam inh | MCF10A rereplic | S2 tox | A549 viability | ATXN2 expr inh
11 | CCC1CCCCN1S(=O)(=O)c1ccc(NC(=O)c2cc(=O)c3c(C)cc(C)cc3o2)cc1 (stereo not given) | -3% | -6% | 0.0% | -39% | . | . | i | -4% | 3%
12 | COC(=O)CS(=O)(=O)c1ccsc1C(=O)Nc1ccc(F)cc1 | -4% | -22% | 3.1% | 0% | -5 | 3% | i | 2% | -3%

Further compounds follow:
13) CCc1ccc(S(=O)(=O)NC2CCCCNC2=O)cc1 (stereo not given)
14) Oc1ccccc1C=NN=CC=Cc1ccccc1
15) COc1ccc(CCNC(=O)CCC(=O)N2CCOc3ccccc32)cc1OC
16) O=C(Nc1ccc(N2CCOCC2)cc1)c1ccc(Cl)nc1
17) O=C(N/N=C/c1cnc(N2CCOCC2)s1)c1ccccc1
18) Cc1ccc(-c2nnc(SCC(=O)NC3CCCC3)nc2-c2ccc(C)cc2)cc1

screen / no.	13	14	15	16	17	18
TGFb inhibitor	-1%	-10%	4%	4%	65%[activator]	?
Nrf2 block	2%	13%	?	0%	?	1.8µM*
Nrf2 ARE act	0.0%	?	0.6%	0.1%	0.6%	1.0%
HepG2 viability	-1%	-8%	-14%	0%	6%	-7%
IL-1B inflam inh	-14	-9	-16	14	8	.
MCF10A rereplic	6%	8%	8%	?	1%	.
S2 tox	i	i	i	i	i	i
A549 viability	-9%	-1%	-7%	-12%	1%	?
ATXN2 expr inh	.	30%	4%	0%	-6%	6%

19) O=C(COC(=O)c1ccc(Br)cc1)NCCc1ccccc1
20) CCCCCC(=O)NC(=S)Nc1ccc(Cl)cn1
21) Cc1nnc(NC(=O)CSc2nnc(C(C)NC(=O)c3ccccc3F)n2C)s1 (stereo not given)
22) Cc1cc(NC(=O)C(C)SCC(=O)OC(C)C(=O)Nc2ccccc2C)no1 (stereo not given)
23) Cc1ccc(NC(=O)CN(C)C(=O)c2cccc(S(=O)(=O)NCc3cccs3)c2)cc1
24) CC(C)(C)OC(=O)N1CCC(C(=O)Nc2cccc(C(=O)N3CCCC3)c2)CC1

screen / no.	19	20	21	22	23	24
TGFb inhibitor	7%	?	13%	2%	-17%	?
Nrf2 block	7%	20%	4%	2%	7%	7%
Nrf2 ARE act	2.9%	4.6%	-0.4%	-0.2%	0.5%	-0.4%
HepG2 viability	10%	-13%	9%	18%	-18%	4%
IL-1B inflam inh	0	61	36	-3	-10	4
MCF10A rereplic	-3%	3%	-3%	3%	4%	-1%
S2 tox	i	.	i	i	i	i
A549 viability	11%	0%	0%	2%	-7%	-5%
ATXN2 expr inh	-23%	.	3%	-9%	-9%	11%

25) Cc1ccc(C2NC(=O)c3ccccc3N2)c(C)c1 (stereo not given)
26) Cc1cc(C)nc(N2CCCC(C(=O)Nc3cccc(Cl)c3)C2)n1 (stereo not given)
27) O=C(COc1ccc2c(c1)oc(=O)c1ccccc12)N[C@@H](Cc1ccccc1)C(=O)O
28) Cc1nc2ccc(NC(=O)N3CCOCC3)cc2s1
29) O=[N+]([O-])c1ccc(O)c(NC(=S)Nc2ccccc2)c1
30) CC(=O)N[C@@H](C)C(=O)N1CCC(n2nccc2NC(=O)CCCc2ccccc2)CC1

screen / no.	25	26	27	28	29	30
TGFb inhibitor	-12%	-10%	39%[activator]	6%	-5%	0%
Nrf2 block	-12%	-22%	5%	7%	?	?
Nrf2 ARE act	2.4%	-0.3%	0.3%	0.0%	?	-0.7%
HepG2 viability	-3%	3%	-4%	-53%	-8%	-2%
IL-1B inflam inh	15	25	1	17	11	-2
MCF10A rereplic	6.5µM*	?	4%	10%	-2%	2%
S2 tox	?	i	i	i	i	i
A549 viability	-8%	-3%	0%	-3%	-7%	0%
ATXN2 expr inh	-9%	-28%	8%	5%	21%	27%

31) COc1ccc(N(CC(=O)N2CCC(C(N)=O)CC2)S(=O)(=O)c2ccccc2)cc1
32) CC(C)(Oc1ccc(CCNC(=O)c2ccc(Cl)cc2)cc1)C(=O)O
33) Cc1cc(C)c(NC(=O)COC(=O)COc2ccc3c(C)cc(=O)oc3c2)c(Cl)c1
34) Cc1ccc(S(=O)(=O)N2CCOCC2)cc1NC(=O)C1=NN(c2ccccc2)C(=O)CC1
35) CC1=C(c2ccc(C)cc2)S(=O)(=O)NC1=NCc1cccc(F)c1
36) CCSc1cc(N2CCCC2)nc(-c2ccc(Cl)cc2)n1

screen / no.	31	32	33	34	35	36
TGFb inhibitor	-3%	6%	0%	4%	-19%	25%
Nrf2 block	0%	-10%	13%	-14%	?	-1%
Nrf2 ARE act	0.0%	0.1%	0.1%	-0.7%	0.5%	-0.5%
HepG2 viability	-9%	-1%	4%	10%	-19%	20%
IL-1B inflam inh	-7	18	3	-8	.	-9
MCF10A rereplic	0%	5%	4%	-8%	.	0%
S2 tox	i	i	i	i	.	i
A549 viability	-3%	-12%	-1%	-4%	5%	7%
ATXN2 expr inh	3%	7%&13%	1%	.	.	-9%

37) N=C(N)SCc1nc2ccccn2c1Br
38) COC(=O)C(C)N(C#N)c1nc(C)nc(C)n1 (stereo not given)
39) O=c1[nH]nc2n1CCCCC2
40) CCOC(=O)CSCc1nc(-c2ccc(Cl)cc2)oc1C
41) COc1ccc(OCCCC(=O)OCC(=O)c2ccc3c(c2)NC(=O)CO3)cc1
42) COc1ccc(-c2nc3ccccc3nc2-c2ccc(OC)cc2)cc1
43) O=C(c1cccc(C(F)(F)F)c1)C1CCCN(C(=O)Cn2cncn2)C1 (stereo not given)
44) CC1=NN(C(=O)COc2ccccc2)C(O)(c2cccnc2)C1 (stereo not given)
45) O=C(CN1CCN(c2ccccc2O)CC1)Nc1cc(S(=O)(=O)N2CCCC2)ccc1Cl

screen / no.	37	38	39	40	41	42	43	44	45
TGFb inhibitor	-5%	?	-4%	-9%	-17%	?	-6%	-22%	?
Nrf2 block	5%	9%	17%	?	2%	-7%	-16%	3%	-7%
Nrf2 ARE act	9.1%	-0.5%	0.4%	-3.6%	-0.3%	0.5%	0.4%	0.4%	0.0%
HepG2 viability	-4%	-22%	4%	-19%	0%	-34%	-20%	-2%	-16%
IL-1B inflam inh	-98*	-1	4	4	-2	-7	-6	23	?
MCF10A rereplic	29%	13%	-11%	12%	-1%	?	-3%	2%	-13%
S2 tox	i	i	i	i	i	i	i	i	i
A549 viability	-18%	-6%	1%	-1%	0%	17%	-21%	21%	-4%
ATXN2 expr inh	0%	3%	-4%	-17%	-9%	-31%	.	.	?
